Assay outcomes (PubChem)
M5 ag: agonists of human muscarinic M5 receptor (CHRM5); P08912; CHO-K1 hM5 cells, Fluo-8 calcium fluorescence; 0% DMSO wells, 100% maximal acetylcholine response; AID 624037; activation, % at 3 µM; 360,000 tested, 0.19% active;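 active = activation above the run's mean over test compounds plus 3 SD, cut at about 23% in these data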;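 also: signal is peak over basal fluorescence ratio across the kinetic read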
Target sequence (P08912 whole entry, looked up): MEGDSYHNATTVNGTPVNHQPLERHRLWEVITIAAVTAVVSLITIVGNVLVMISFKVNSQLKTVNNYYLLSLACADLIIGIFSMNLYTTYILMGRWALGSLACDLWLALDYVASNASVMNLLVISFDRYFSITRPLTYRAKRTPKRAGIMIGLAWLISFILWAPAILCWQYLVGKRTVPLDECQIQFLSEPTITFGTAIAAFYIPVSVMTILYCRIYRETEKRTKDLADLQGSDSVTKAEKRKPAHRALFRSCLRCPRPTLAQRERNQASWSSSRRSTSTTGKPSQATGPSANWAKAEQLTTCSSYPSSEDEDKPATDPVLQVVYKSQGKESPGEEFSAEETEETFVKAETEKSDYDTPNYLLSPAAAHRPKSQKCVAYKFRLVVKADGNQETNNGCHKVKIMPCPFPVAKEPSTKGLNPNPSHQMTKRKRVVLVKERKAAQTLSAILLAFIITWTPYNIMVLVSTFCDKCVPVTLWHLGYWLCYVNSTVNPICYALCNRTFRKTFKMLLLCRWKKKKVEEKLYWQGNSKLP
CHO-K1 Ca PAM: counter-screen for M1 PAMs: effect in parental CHO-K1 cells. ATP EC20, Fluo-8 calcium fluorescence; 0% at ATP EC20, 100% at ATP max. activation, % at 3 µM. 360,000 tested, 0.02% active;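 active = activation above the run cutoff, the mean activation of all test compounds plus 3 SD, cut at about 40% in these data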;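 also: peak over basal fluorescence ratio in a 140 s read after ATP addition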
M4 antag: antagonists of human muscarinic M4 receptor (CHRM4); P08173; 360,000 tested, 0.73% active; inhibition, % at 3 µM; CHO-hM4 cells, ACh EC80, Fluo-8 calcium fluorescence; AID 624125;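 active = inhibition above its plate's cutoff, the mean inhibition of sample wells plus 3 SD, cut at about 27% in these data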;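 also: 0% = acetylcholine EC80 with DMSO and 100% = DMSO without agonist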
Target sequence (P08173 whole entry, looked up): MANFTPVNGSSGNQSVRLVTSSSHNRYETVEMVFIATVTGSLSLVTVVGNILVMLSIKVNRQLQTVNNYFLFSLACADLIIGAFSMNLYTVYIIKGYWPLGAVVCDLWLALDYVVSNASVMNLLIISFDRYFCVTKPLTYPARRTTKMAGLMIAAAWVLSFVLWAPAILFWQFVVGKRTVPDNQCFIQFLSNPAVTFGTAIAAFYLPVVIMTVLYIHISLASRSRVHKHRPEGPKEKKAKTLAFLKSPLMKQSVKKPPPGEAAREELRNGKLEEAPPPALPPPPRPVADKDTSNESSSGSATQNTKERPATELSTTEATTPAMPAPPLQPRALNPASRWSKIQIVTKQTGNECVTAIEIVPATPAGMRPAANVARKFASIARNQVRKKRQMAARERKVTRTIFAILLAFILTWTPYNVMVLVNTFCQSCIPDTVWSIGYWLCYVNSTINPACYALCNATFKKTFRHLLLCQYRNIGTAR
CHO-K1 Ca antag: counter-screen for M1 antagonists: effect in parental CHO-K1 cells; ATP-induced calcium, Fluo-8 fluorescence; inhibition, % at 3 µM; 360,000 tested, 0.6% active;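 active = inhibition above a per-plate cutoff, the plate's mean sample inhibition plus 3 SD, cut at about 24% in these data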;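 also: 0% = DMSO plus EC80 ATP and 100% = DMSO alone without ATP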
CHRM4 PAM: CHRM4 positive allosteric modulation; CHO-K1 hM4/Gqi5, Fluo-8 calcium fluorescence, ACh EC20; 0% = ACh EC20, 100% = maximal ACh; AID 624126; activation, % at 3 µM; 360,000 tested, 0.4% active; P08173;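 active = activation above its plate's cutoff, the mean activation of sample wells plus 3 SD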; also: some results filed as inactive read as strong as hits
M4 ag: CHRM4 agonism in calcium assay; P08173; CHO-K1 hM4/Gqi5, Fluo-8 calcium fluorescence; vehicle 0%, full acetylcholine response 100%; activation, % at 3 µM; 360,000 tested, 0.14% active; AID 624127;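 active = activation above the run mean over all test wells plus 3 SD, cut at about 32% in these data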;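 also: peak over basal fluorescence ratio per well then scaled between controls; 0% = DMSO wells and 100% = acetylcholine at EC100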
CHO-K1 Ca ag: counter-screen for M1 agonists: effect in parental CHO-K1 cells | Fluo-8 calcium fluorescence; scaled to maximal ATP response, vehicle zero | activation, % at 3 µM | 360,000 tested, 0.48% active | AID 602248; in the data active = activation above about 15%;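 also: untransfected CHO-K1 host cells lacking M1 receptor as counterscreen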
M5 PAM: positive allosteric modulators of human muscarinic M5 receptor | CHO-K1 hM5, Fluo-8 calcium, ACh EC20 PAM; 0% = ACh EC20, 100% = ACh EC100 | 360,000 tested, 0.3% active | activation, % at 3 µM;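 active = activation above the run cutoff, the mean activation of all test compounds plus 3 SD, cut at about 18% in these data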
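Assay system: CHO-K1 hM5 cells. Also added: acetylcholine at EC20 concentration, added after compound. Dosing: 3 µM, single dose. Times: compound preincubation 140 s before EC20 acetylcholine addition. Signal: Fluo-8 calcium fluorescence. Measure: % activation relative to EC20 and EC100 ACh responses. Repeats: singlicate, one well per test compound.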
M5 antag: antagonists of human muscarinic M5 receptor (CHRM5). P08912. CHO-hM5 cells, Fluo-8 calcium fluorescence, ACh EC80. inhibition, % at 3 µM. 360,000 tested, 0.59% active. AID 624040;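 active = inhibition above a per-plate cutoff, the mean of that plate's test compounds plus 3 SD, cut at about 27% in these data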;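 also: 0% = acetylcholine EC80 with DMSO and 100% = DMSO without agonist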
Active calls of the source: *; nt = not tested or not shown. Compounds were not picked by outcome; any-hit rate near 2.7%.

SMILES	M5 ag	CHO-K1 Ca PAM	M4 antag	CHO-K1 Ca antag	CHRM4 PAM	M4 ag	CHO-K1 Ca ag	M5 PAM	M5 antag
Cc1sc2nc(CN(C(=O)c3cccs3)C3CCCC3)[nH]c(=O)c2c1C	0	21	5	-9	1	1	2.0	7	-5
COc1ccc(S(=O)(=O)N2CCN(C(=O)C3CC(=O)N(c4ccccc4F)C3)CC2)cc1OC (centres undefined)	3	24	13	-27	1	2	0.9	5	-5
Cc1ccc(S(=O)(=O)N2CCN(C(=O)c3ccccc3)CC2)cc1	-2	13	0	-7	-3	1	0.2	-3	-5
O=C(Nc1cc2c3c(c1)C1CCCC1CN3CC1CCCC21)c1ccc([N+](=O)[O-])cc1 (centres undefined)	0	3	0	-10	-7	-1	-0.1	-5	3
CN(C)c1ccc2c(c1[N+](=O)[O-])Cc1ccccc1-2	0	13	-10	-19	-1	2	1.1	4	13
CC1(C)CC(=O)c2sc(NS(=O)(=O)c3cc(Cl)ccc3Cl)nc2C1	-2	4	4	2	0	0	1.7	-5	10
O=C(NC(=O)c1ccccc1)Nc1ccccc1O	0	10	2	-14	2	4	2.4	-1	3
Cc1cc(C(F)(F)F)nc(NNc2nc(C)cc(C(F)(F)F)n2)n1	-1	-5	-4	15	4	0	0.0	-5	9
Cn1c(SCC(=O)Nc2ccc(Br)cn2)nnc1C1CC1	0	14	0	-10	-2	1	1.8	0	7
CC(NC(=O)c1nn(C)c(=O)c2ccccc12)c1ccccc1 (centres undefined)	-1	16	-12	-1	7	1	0.9	-2	-1
COCCn1c(C)cc(C(=O)Cn2nc(C(=O)O)c3ccccc3c2=O)c1C	1	-16	1	9	1	4	0.8	-5	1
CCCC(C(=O)NNC(=O)c1ccncc1)c1ccccc1 (centres undefined)	3	-9	-11	6	5	0	-0.1	-8	9
CN1CCN(CC(=O)NC2CCCCC2)CC1	-5	-9	5	5	6	1	-0.2	-8	1
O=C(COC(=O)c1cnccn1)Nc1ncc(C(F)(F)F)cc1Cl	6	10	9	-8	-2	0	0.9	0	5
CC(C)(C)c1ccc(S(=O)(=O)NC(=O)C2(C)CCN2C(=O)c2cccc3ccccc23)cc1 (centres undefined)	2	10	11	5	1	0	2.6	-2	1
Cc1c(Br)c([N+](=O)[O-])nn1CC(=O)N1CCN(Cc2ccccc2)CC1	1	1	5	9	-7	1	-0.4	7	-10
Nc1ccccc1N1C(=O)c2cccc3cccc(c23)C1=O	2	-13	5	5	-6	1	0.5	0	6
CC(=O)/C(C(=N)N1CCN(c2cccc(Cl)c2)CC1)=C(\C)O	-2	9	-10	-21	2	2	1.0	4	-1
CCn1c(C)nc2cc(C(=O)OC)ccc21	4	17	2	14	0	1	0.0	9	-1
Cn1c(=O)[nH]c(=O)c2c1nc(NCCc1ccccc1)n2CC(O)COc1ccccc1 (centres undefined)	-4	-2	0	-6	8	1	0.2	0	1
NS(=O)(=O)c1ccc(S(=O)(=O)NCCc2ccccc2)cc1	-1	14	12	1	-7	1	0.8	0	-3
COC(=O)C1=CN(c2cccc(OCc3ccccc3)c2)C(N)=C(C#N)C1c1ccccc1 (centres undefined)	0	nt	-4	nt	11	3	nt	-3	-2
O=C(COc1ccc(Cl)cc1)NCc1nnc2c3ccccc3c(-c3ccccc3)nn12	-1	21	0	-4	-3	1	1.9	-4	0
COc1ccc(CNC(=O)NCCc2c[nH]c3ccccc23)cc1	-3	-6	8	-2	-1	1	0.4	-5	8
CC1(C(=O)Nc2cccc3cccnc23)CCN1Cc1csc2ccccc12 (centres undefined)	-2	51*	-1	-36	-4	0	1.2	-6	-4
Cc1nsc(N)c1C(=O)O	-3	16	-8	-11	1	1	0.8	-3	8
Cc1cc(=O)oc2cc(OCC(=O)NC3CCCC3)ccc12	3	-5	-10	1	1	1	-0.1	0	3
COc1ccc(S(=O)(=O)Nc2cc3c4c(c2)CCN4C(=O)CC3)cc1C	0	-14	0	3	-3	3	1.2	-3	10
N#C/C(=C\c1cccc(Br)c1)C(=O)N1CCCCC1	-1	10	5	10	2	1	0.2	5	10
COc1ccc(N2CCN(C(CNC(=O)C3CCCCC3)c3cccnc3)CC2)cc1 (centres undefined)	-1	-2	5	-7	7	1	0.4	4	-3
CCCC(C)NC(=O)C1CCN(C(=O)C2CC(=O)N(c3ccc(C)cc3)C2)CC1 (centres undefined)	-3	11	-6	17	5	0	0.1	1	11
CCOCCCNC(=O)C1CCN(S(=O)(=O)N2CCCC2)CC1	-4	5	4	-16	-5	0	0.7	-2	0
Cc1nc([N+](=O)[O-])cn1CC(=O)Nc1ccc(Cl)cc1	1	-21	7	17	-5	1	0.0	-2	6
CCOC(=O)Cc1cnc(NC(=O)CSc2nc3ncnc(N)c3[nH]2)s1	-1	13	-4	-2	3	1	5.9	-2	2
CC1(C)c2[nH]c3ccccc3c2C[C@@H]2C(=O)N(Cc3ccccc3)C(=O)N21	2	-12	-9	-6	13	12	0.2	3	-5
Cc1ccc(NC(=O)C2SC(=Nc3ccccc3)C(C(=O)Nc3ccc(Cl)cc3)=C2N)cc1 (centres undefined)	2	17	-2	-10	-1	2	1.2	4	9
CC(C)(C)C(=O)C1=C(O)C(=O)N(Cc2ccccc2)C1c1ccccc1F (centres undefined)	1	17	6	-6	6	-1	0.4	10	-4
COC(CNC(=O)C1CC(=O)N(CCc2ccc(C)cc2)C1)OC (centres undefined)	-2	13	-4	-12	-2	1	0.6	10	4
COc1ccc(OC)c(NC(=O)c2cccnc2)c1	3	8	2	-8	-1	0	0.6	2	1
CCCn1c(CN2CCN(C(=O)c3ccco3)CC2)nc2cc(S(=O)(=O)N(C)C)ccc21	0	-4	-15	0	-3	1	0.8	0	-1
CC(=O)N1c2ccccc2C(C)CC12CCCCC2 (centres undefined)	-10	8	-7	0	9	0	-0.3	1	-5
Cc1ccc(-c2cc(N)n(Cc3ccc(Cl)cc3)n2)cc1	-2	-2	-8	11	-2	3	1.7	1	6
O=C(CN1C(=O)NC2(CCCCC2)C1=O)Nc1ccc(N2CCCCC2)cc1	4	-11	7	3	-4	1	-0.1	8	5
CC1CCCCC1NC(=O)C1CCN(S(=O)(=O)c2ccc(-n3cnnn3)cc2)CC1 (centres undefined)	4	16	0	-2	4	-1	3.2	3	3
COc1ccc(CNC(=O)c2cnc(C)cn2)c(OC)c1	-4	11	4	-7	0	0	0.5	-1	-1
O=C(NC1CCCCCC1)C1CCC(CNS(=O)(=O)c2ccc(Br)s2)CC1 (centres undefined)	2	-10	-3	6	-6	1	0.6	-5	4
Cc1ccc(C(=O)NCCc2ccc(F)cc2)s1	-1	-21	-8	8	3	2	0.0	-1	6
Cc1ccc(C)n1CCN1CCN(S(=O)(=O)c2ccc(F)cc2F)CC1	-4	-22	-3	16	-28	0	-0.2	-4	9
CCCCn1c(SCC(N)=O)nc2c(sc3ccccc32)c1=O	3	15	13	-3	3	2	0.6	8	-7
O=C(c1ccc2c(c1)OCO2)N1CCN(c2ccc(Cl)cc2)CC1	4	9	1	-15	-5	5	4.2	-1	-2
CCOC(=O)c1sc(NS(=O)(=O)c2ccccc2)nc1C	1	23	-2	-19	4	1	-0.1	-3	-1
O=C1CCC[C@@H]2C[C@@]3(C[C@@H]4CCN1[C@H]24)Nc1cc(Cl)c(Cl)cc1NC3=NCc1ccccc1	2	23	-1	-6	8	4	3.1	2	8
NC(=O)C1CCN(CC(O)COCc2ccccc2Cl)CC1 (centres undefined)	0	1	-10	-11	-1	1	0.7	9	-14
CC1(C)N(O)CC(c2cccs2)=[N+]1[O-]	0	18	-2	-10	-4	0	8.4	-2	-1
O=C(Nc1ccccc1C(=O)NCCCN1CCOCC1)c1ccc(F)cc1	-2	-22	-12	2	2	4	0.9	6	-2
CSC1=NC2(CCCCC2)CC12C=CC(=O)C=C2	3	11	0	-13	-3	0	0.9	0	7
CCOc1ncccc1C(=O)OCC(=O)Nc1ccc(C(N)=O)cc1	5	-8	-3	0	4	2	0.5	1	-6
COc1ccc(CNC(=O)[C@@H]2CC=C[C@@H]3CCN(C4CC4)C(=O)[C@@H]32)cc1	0	14	-6	-14	6	2	0.7	11	-1
Cc1cc2c(NC3CCCCC3)ncnc2s1	-3	16	-6	3	-11	8	7.7	-14	8
Cc1nn(-c2ccccc2)c(C)c1C(=O)NCc1cccs1	0	13	3	-3	-5	2	0.2	-2	-1
O=C1CCC(=O)N(O)CCCCCNC(=O)CCC(=O)N(O)CCCCNC(=O)CCC(=O)N(O)CCCCCN1	1	-11	-14	0	7	0	-0.2	3	-7

Structures listed so far containing a tert-butyl group:
SMILES	M5 ag	CHO-K1 Ca PAM	M4 antag	CHO-K1 Ca antag	CHRM4 PAM	M4 ag	CHO-K1 Ca ag	M5 PAM	M5 antag
CC(C)(C)c1ccc(S(=O)(=O)NC(=O)C2(C)CCN2C(=O)c2cccc3ccccc23)cc1 (centres undefined)	2	10	11	5	1	0	2.6	-2	1
CC(C)(C)C(=O)C1=C(O)C(=O)N(Cc2ccccc2)C1c1ccccc1F (centres undefined)	1	17	6	-6	6	-1	0.4	10	-4

Of the compounds above, these contain a thiophene ring, fused or not:
SMILES	M5 ag	CHO-K1 Ca PAM	M4 antag	CHO-K1 Ca antag	CHRM4 PAM	M4 ag	CHO-K1 Ca ag	M5 PAM	M5 antag
Cc1sc2nc(CN(C(=O)c3cccs3)C3CCCC3)[nH]c(=O)c2c1C	0	21	5	-9	1	1	2.0	7	-5
CC1(C(=O)Nc2cccc3cccnc23)CCN1Cc1csc2ccccc12 (centres undefined)	-2	51*	-1	-36	-4	0	1.2	-6	-4
O=C(NC1CCCCCC1)C1CCC(CNS(=O)(=O)c2ccc(Br)s2)CC1 (centres undefined)	2	-10	-3	6	-6	1	0.6	-5	4
Cc1ccc(C(=O)NCCc2ccc(F)cc2)s1	-1	-21	-8	8	3	2	0.0	-1	6
CCCCn1c(SCC(N)=O)nc2c(sc3ccccc32)c1=O	3	15	13	-3	3	2	0.6	8	-7
CC1(C)N(O)CC(c2cccs2)=[N+]1[O-]	0	18	-2	-10	-4	0	8.4	-2	-1
Cc1cc2c(NC3CCCCC3)ncnc2s1	-3	16	-6	3	-11	8	7.7	-14	8
Cc1nn(-c2ccccc2)c(C)c1C(=O)NCc1cccs1	0	13	3	-3	-5	2	0.2	-2	-1
